# Bioassay records from PubChem BioAssay.
# TCR CD3 inh: inhibitors of human TCR-CD3 interaction, primary screen, biochemical, fluorescence, TAMRA-labeled TCR probe. AID 651800, 2012. inhibition, % at 9.4 µM. T-cell receptor (TCR). hit rate 0.37% among 360,000; in the data active means inhibition above about 19%;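 further: recombinant mutant TCR 2C K166C tagged with TAMRA read by polarization; 0% = receptor in buffer alone and 100% = receptor with positive control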
# PRMT1 FP inh: PRMT1 methyltransferase inhibitors, primary screen, biochemical, fluorescence polarization | recombinant PRMT1, activity-based probe fluorescence polarization | Protein arginine N-methyltransferase 1 (Homo sapiens), Q99873 | hit rate 1.3% among 370,000 | inhibition, % at 2.79 µM;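 active means inhibition above about 21% made by adding two undisclosed values, limit read from the data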
# Target sequence (Q99873 whole entry, looked up): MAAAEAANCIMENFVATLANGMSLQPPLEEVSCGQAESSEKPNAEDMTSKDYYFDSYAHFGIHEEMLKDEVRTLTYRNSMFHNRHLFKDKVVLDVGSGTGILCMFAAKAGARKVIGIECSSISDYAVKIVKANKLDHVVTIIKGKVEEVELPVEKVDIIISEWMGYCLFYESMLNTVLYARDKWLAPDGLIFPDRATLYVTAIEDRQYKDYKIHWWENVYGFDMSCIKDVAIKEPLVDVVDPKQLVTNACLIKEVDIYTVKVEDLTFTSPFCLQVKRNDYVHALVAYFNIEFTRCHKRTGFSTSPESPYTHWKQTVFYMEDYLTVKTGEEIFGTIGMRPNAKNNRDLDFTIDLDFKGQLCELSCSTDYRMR
# rCAG RNA binder: binders of r(CAG) RNA repeats, primary screen, biochemical, fluorescence. inhibition, % at 3 µM. r(CAG) RNA repeat, TO-PRO-1 dye displacement fluorescence. hit rate 1.3% among 370,000;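 active means inhibition above the plate cutoff, the mean of all test compounds on that plate plus 3 SD, cut at about 35% in these data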;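 further: 0% = DMSO alone and 100% = 100 µM mitoxantrone as full dye displacement; higher means more dye released from RNA so lower well fluorescence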
# Rev-erbA mod: modulators of Rev-erb alpha DNA binding, primary screen, biochemical, FITC-DNA, fluorescence polarization, uHTS; hit rate 0.79% among 370,000; Rev-erbα–FITC-DNA binding, 90 min; activity, % at 10 µM;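 active means activity above about 14%, limit read from the data; passing the limit was not always enough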;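 further: 0% = DMSO wells with 35 nM protein and 100% = DMSO wells with 750 nM protein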
# LEDGF integ inh: blockers of LEDGF/p75-dependent integrase strand transfer – biochemical, TR-FRET, high throughput, primary screen; HIV-1 integrase (with human LEDGF/p75); TR-FRET IN-LEDGF/p75 DNA integration, Eu/Cy5; inhibition, % at 3.7 µM; hit rate 0.64% among 370,000;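 active means inhibition above the screen-wide mean plus 3 SD, cut at about 13% in these data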;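 further: signal is the Cy5 over europium emission ratio at 671 and 618 nm; 0% = plate median of compound wells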
# SIAE primary: human SIAE inhibitors, primary screen, biochemical, fluorescence polarization, FP-Rh probe, 1536-well HTS | Sialate O-acetylesterase (Homo sapiens), Q9HAT2 | SIAE FP-Rh probe binding | inhibition, % at 9.66 µM | hit rate 0.69% among 370,000 | AID 1053197, 2014;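 active means inhibition above a cutoff: mean of compounds within the control limits plus 3 SD of those, cut at about 17% in these data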;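 further: 0% = plate median of compound wells and 100% = probe without SIAE protein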
# ABHD4 inh: ABHD4 inhibitors, primary screen, biochemical, fluorescence polarization, mouse. (Lyso)-N-acylphosphatidylethanolamine lipase (Mus musculus), Q8VD66. purified mABHD4, FP-Rh probe fluorescence polarization. inhibition, % at 8.92 µM. hit rate 0.54% among 370,000. AID 720543, 2013;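 active means inhibition exceeding the mean over every tested compound plus 3 SD, cut at about 30% in these data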;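 further: 0% = plate median of compound wells and 100% = S159A mutant with DMSO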
# Target sequence (Q8VD66 whole entry, looked up): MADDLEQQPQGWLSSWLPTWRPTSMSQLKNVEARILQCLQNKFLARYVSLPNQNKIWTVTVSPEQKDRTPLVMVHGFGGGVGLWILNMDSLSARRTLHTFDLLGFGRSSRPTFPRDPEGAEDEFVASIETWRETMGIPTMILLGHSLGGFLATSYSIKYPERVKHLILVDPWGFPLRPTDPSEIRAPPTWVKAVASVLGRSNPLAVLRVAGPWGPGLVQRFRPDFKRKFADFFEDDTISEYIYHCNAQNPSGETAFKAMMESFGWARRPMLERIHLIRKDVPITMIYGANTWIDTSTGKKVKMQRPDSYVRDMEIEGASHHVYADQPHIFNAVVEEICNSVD
#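 assay system = mABHD4 protein | compound dosing = single nominal dose of 8.92 µM, 0.89% DMSO final | read-out basis = percent inhibition of probe binding, normalized to plate controls | schedule = Enzyme–compound pre-incubation 45 min, then probe 60 min, both 25 °C | detection = fluorescence polarization, excitation 525 nm, emission 598 nm, BODIPY TMR filters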
# HTRA1 inh: HTRA1 serine protease inhibitors, primary screen, biochemical, fluorescence polarization, HTS | recombinant HTRA1, FP-rhodamine activity-based probe | hit rate 0.5% among 340,000 | AID 504803, 2011 | inhibition, % at 5.96 µM | Q92743; in the data active means inhibition above about 36%;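 further: 0% = enzyme with DMSO and 100% = wells lacking enzyme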
# PG9 Ab binder: binders of HIV-1 gp120 antibody PG9, primary screen, biochemical, TR-FRET; HIV-1 gp120 / PG9 antibody interaction; hit rate 0.43% among 360,000; TR-FRET gp120-PG9 antibody binding; AID 624416, 2012; inhibition, % at 6.7 µM; in the data active means inhibition above about 8.5%
# TDP2 absorb: human TDP2 enzyme inhibitors, primary screen, biochemical, epi absorbance, recombinant enzyme; T5PNP hydrolysis, p-nitrophenol absorbance 415 nm; inhibition, % at 12.8 µM; hit rate 0.34% among 370,000; Tyrosyl-DNA phosphodiesterase 2 (Homo sapiens), O95551;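 active means inhibition above the mean of all tested compounds plus 3 SD, set per campaign, cut at about 25% in these data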;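 further: 0% = DMSO with enzyme and 100% = buffer with substrate but no TDP2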
# Target sequence (O95551 whole entry, looked up): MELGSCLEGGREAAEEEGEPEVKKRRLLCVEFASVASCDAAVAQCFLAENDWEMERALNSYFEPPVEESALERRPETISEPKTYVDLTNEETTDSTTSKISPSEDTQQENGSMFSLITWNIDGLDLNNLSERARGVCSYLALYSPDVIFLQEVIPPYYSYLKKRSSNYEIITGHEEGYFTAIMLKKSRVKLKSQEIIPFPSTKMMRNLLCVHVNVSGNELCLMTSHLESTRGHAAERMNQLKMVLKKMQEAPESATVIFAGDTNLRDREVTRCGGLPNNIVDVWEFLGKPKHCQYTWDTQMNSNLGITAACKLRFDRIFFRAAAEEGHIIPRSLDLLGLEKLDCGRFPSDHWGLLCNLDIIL
#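 System – recombinant human TDP2 · Quantity – TDP2 enzyme at 120 nM final · Doses – single concentration, 12.8 µM nominal, with 1% DMSO · Incubation – 2 h at 37 °C · Measured by – epi absorbance of p-nitrophenol freed from T5PNP by hydrolysis · Read-out – % inhibition relative to enzyme-containing and enzyme-free wells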
# Starred values were filed as active, the others as inactive; / = not tested or not shown.
SMILES,TCR CD3 inh,PRMT1 FP inh,rCAG RNA binder,Rev-erbA mod,LEDGF integ inh,SIAE primary,ABHD4 inh,HTRA1 inh,PG9 Ab binder,TDP2 absorb
CCN(CC)CCCNC(=O)CCc1c(C)n(CC)c2cc(-c3ccccc3OC)nn2c1=O,-7,-10,4,6,1,17,3,1,-0.1,-12
CCC(NC(=S)NCc1ccc(F)cc1)c1ccccc1 (configuration not stated),6,1,-4,-3,0,1,-8,-7,-1.2,-7
COc1ccc(OC)c(S(=O)(=O)N2CCNCC2)c1,-3,2,2,0,-1,1,-2,-1,-0.7,6
CCCNC(=O)C(Cc1ccccc1)NC(=O)Cc1ccccc1 (configuration not stated),8,1,-2,-2,-1,-1,8,-4,-0.2,5
CCOC(=O)N1CCC(n2c(=S)[nH]c3cc(OC)c(OC)cc3c2=O)CC1,2,2,0,1,-5,10,4,0,0.1,7
CCc1ccc(/C=C/C(=O)NC2=NCCS2)cc1,/,-2,/,-1,3,-2,-6,/,/,-4
CC1(C)C2CCC1(C)C(OC(=O)CSc1nc(N)cc(=O)[nH]1)C2 (configuration not stated),-2,2,-1,0,2,1,-2,0,2.0,2
Cc1csc(NC(=O)C2CC(=O)N(c3ccc4c(c3)OCCO4)C2)n1 (configuration not stated),-1,-4,5,-1,0,9,-1,5,1.2,10
Cc1ccc(CNC(=O)Cc2noc3ccccc23)cc1,10,-1,-1,7,3,-13,-8,-4,-0.8,-23
CCCCCC(=O)N1C[C@@H](n2cc(-c3ccc(F)cc3)nn2)[C@H](O)C[C@@H]1c1ccccc1,1,-3,7,2,0,-4,-17,-20,-0.3,-5
CC(C)COP(=O)(c1ccc(N(C)C)cc1)C(O)c1ccncc1 (configuration not stated),1,-3,-2,-4,2,0,-5,4,-1.2,-2
O=C1C=CC(=O)N1CCCCCCN1C(=O)C=CC1=O,1,93*,2,-2,-2,9,5,/,0.2,3
CN1Cc2c(N3CCOCC3)nc3sc(C(=O)c4ccccc4)c(N)c3c2CC1(C)C,-1,2,1,3,-4,1,10,13,-1.2,2
CCOc1ncccc1C(=O)Nc1cc(S(=O)(=O)N2CCCCC2)ccc1C,5,1,3,3,2,3,-3,-10,2.4,-5
COCCNC(=O)C1(C)CCCN(Cc2ccc(-n3ccnc3)cc2)C1 (configuration not stated),5,-1,1,-4,1,6,-4,/,-0.6,2
CS(=O)(=O)c1ccc(-c2cccc(NC(=O)c3ccc(Br)o3)c2)nn1,1,4,1,0,-3,-11,7,-1,1.2,10
CCC1CCCCN1C(=O)CCNS(=O)(=O)c1ccc2c(c1)oc(=O)n2C (configuration not stated),3,0,0,1,-3,0,-1,1,0.4,-4
CN1[C@H](Cc2ccccc2)COc2cccc(F)c2S1(=O)=O,/,1,1,4,2,3,-1,/,/,6
NC(=O)c1ccc(NC(=O)CNC(c2ccccc2)c2ccccc2)cc1,2,-1,-2,0,1,-4,-3,-6,-0.9,4
COc1ccc([N+](=O)[O-])cc1NC(=O)C1(c2ccccc2)CCOCC1,10,-1,-2,-4,1,12,0,3,0.1,-6
CCNC(=O)N1CCC(n2nccc2NC(=O)CCCc2ccccc2)CC1,0,4,0,-1,-1,-3,4,-2,-1.5,-5
COCCNC(=O)c1cc2cc(Br)cc(OC)c2oc1=O,-2,0,4,3,-1,3,1,5,-2.9,11
O=C(Nc1ccn(CCCN2CCN(c3ccccc3)CC2)c(=O)n1)OCc1ccccc1,1,-8,1,-4,1,2,3,-6,-1.5,-5
Cc1cccc(-n2cnc(C(=O)N/N=C/c3ccccc3)c2)n1,0,-2,0,2,1,-4,7,2,-0.9,-1
Cc1ccccc1C1=NC(c2ccc(F)cc2F)ON1 (configuration not stated),1,-2,3,0,0,3,8,6,0.0,3
Cc1cccc(OCCCCn2c(CO)nc3ccccc32)c1,-9,4,-9,4,0,-7,-10,-7,1.5,-2
COc1ccc(C)cc1NC(=O)C1CC1c1ccccc1 (configuration not stated),0,-1,-5,1,-2,-3,-4,-12,2.5,0
O=C(O)CC1(c2ccccc2)C(=O)c2ccccc2C1=O,-4,3,1,-5,2,2,-9,5,4.2,-5
CCC(C)NC(=O)c1cc2c(=O)n3cccc(C)c3nc2s1 (configuration not stated),3,-1,-1,3,0,0,-8,-9,0.9,8
CCN(c1ccccc1)S(=O)(=O)c1cccc(C(=O)OCC(=O)Nc2ccc(NC(C)=O)cc2)c1,-2,-2,7,8,1,14,0,-5,0.3,-12
O=C(O)c1ccc(N=Cc2c(O)ccc3ccccc23)cc1,-9,5,0,0,-5,5,3,3,-1.3,8
COc1ccc(CNC(=O)C2(CC3CC(c4ccccc4)=NO3)CCN(C(=O)C3CCCC3)CC2)cc1 (configuration not stated),-6,1,-7,2,-4,5,2,-1,-1.1,-2
Cc1ccc(S(=O)(=O)N2CCC(=O)N(C(CO)Cc3ccccc3)CC2)cc1 (configuration not stated),-3,1,-1,3,0,2,1,-1,0.3,-9
CN1CCC(N(C)C(=O)Cc2ccccc2[N+](=O)[O-])CC1,-2,-3,-2,-5,2,-1,-2,9,-1.3,-5
CCN(CC)S(=O)(=O)c1ccc(N2CCCC2)c(C(=O)Nc2ccc(OC)c(Cl)c2)c1,1,-2,1,-1,0,-3,4,-3,0.2,1
Cc1ccccc1NC(=O)CSc1nnc(CNC(=O)c2ccc3c(c2)OCO3)n1C,0,1,-5,1,-1,-8,1,4,0.5,5
CCC(Oc1ccc(C)c(C)c1)C(=O)O (configuration not stated),2,2,2,-4,-3,-5,0,-4,1.0,-5
COC(=O)Cc1ccc(OCc2ccc(Cl)nc2)cc1,2,-2,-4,4,-4,1,0,1,0.8,1
COc1cc(C(=O)N(Cc2ccc(F)cc2)C2CCS(=O)(=O)C2)cc(OC)c1OC (configuration not stated),1,9,-2,3,-2,-3,-8,3,0.6,-18
COC(=O)[C@@]12C[C@@H](CC(=O)NCc3ccc(OC)c(OC)c3)C(=O)N(CCc3ccc(OC)c(OC)c3)C1=CCC(C)(C)C2,8,10,4,-2,-3,-9,-20,/,-0.6,-2
CC(C)c1nnc(NC(=O)C2CCCCC2)s1,6,-6,1,-4,0,-3,-2,-2,1.4,0
N#Cc1c(N)n(CCc2ccc(F)cc2)c2nc3ccccc3nc12,2,-5,4,-3,1,-1,-11,-35,-0.6,0
CN(C(=O)COC(=O)c1cc(-c2ccccc2Cl)nc2ccccc12)C1CCS(=O)(=O)C1 (configuration not stated),16,-1,2,-3,-1,-14,-4,0,0.1,-7
CN1CCN(C(=O)c2ccc(C(F)(F)F)cc2)CC1,0,-2,-2,-8,-3,-4,-4,4,0.6,8
O=C(Nc1sc2c(c1C(=O)O)CCC2)c1ccccc1,0,3,23,-7,1,-1,9,4,0.8,10
COc1ccc(NC(=O)[C@@H]2CCCN2S(=O)(=O)c2cccc3cccnc23)cc1,1,-1,0,2,0,2,-1,-7,0.7,9
CCOC(=O)N1CCC(N(CCN(C)C)C(=S)Nc2cccc(Cl)c2C)CC1,6,0,-4,-3,-1,13,1,-2,-1.9,13
CC(C)c1ccc(CC(=O)N2CCC2(C)C(=O)NS(=O)(=O)c2ccc(Cl)s2)cc1 (configuration not stated),3,3,40*,-7,-3,1,14,/,-2.0,-5
CCn1cc(Cl)c(C(=O)Nc2nc3ccccc3n2CCN2CCCCC2)n1,4,2,-3,4,0,0,-2,-3,0.8,-10
COc1cc(CN(C(=O)c2cc3ccccc3oc2=O)C2CCS(=O)(=O)C2)cc(OC)c1OC (configuration not stated),-2,-3,-4,3,2,2,0,6,0.6,13
Cc1cc(C(=O)N2CCCC2C(=O)O)c(C)o1 (configuration not stated),5,1,-4,7,-2,12,-4,1,-0.2,12
CCOc1ccc2nc(N3CCOCC3)nc(C)c2c1,-2,3,-5,-3,2,-2,3,0,1.9,-9
CCN(CC)C(=O)C1=C(C)N(CCC2=CCCCC2)C(=O)C(CC(=O)NCCCN(C)C)C1 (configuration not stated),5,1,3,-5,1,0,1,8,1.1,0
CCOc1ccccc1-n1c(SCC(=O)NC)nnc1-c1ccco1,4,3,0,-1,1,3,9,2,-0.4,-6
COc1ccc(C(=O)N(CN2CCCC2=O)c2cc(C)on2)cc1OC,4,-1,-2,0,1,10,-2,5,-0.5,-5
COC(=O)C(Cc1ccccc1)NC(=O)COc1ccc(C(C)(C)C)cc1 (configuration not stated),-16,4,-9,1,-1,1,-16,-21,0.2,-21
O=C(CNC(=O)c1ccccc1)OCC(=O)c1ccccc1Cl,11,-3,-2,5,6,0,2,2,-0.6,-6
CC1Cc2ccccc2N1C(=O)COC(=O)c1c2c(nc3ccccc13)CCCCC2 (configuration not stated),-2,-2,6,12,0,-14,-6,-37,-0.6,10
COc1cc(NC(=O)c2ccc(S(=O)(=O)N(C)C)cc2)cc(OC)c1OC,-3,-1,-5,-2,0,-1,5,-8,-1.4,-2
Cc1cc(C)c2cc(C#N)c(NCCNC(=O)c3ccncc3)nc2c1,-7,1,2,-2,2,0,-5,/,0.5,5

# Following part
SMILES,TCR CD3 inh,PRMT1 FP inh,rCAG RNA binder,Rev-erbA mod,LEDGF integ inh,SIAE primary,ABHD4 inh,HTRA1 inh,PG9 Ab binder,TDP2 absorb
Cc1ccccc1NC(=S)NCc1ccc(F)cc1,1,-6,-4,-4,7,8,3,3,-3.8,-1
Cc1ccc(-n2c(O)c(C=Nc3ccc4c(c3)OCO4)c3ccccc3c2=O)cc1C,-2,2,-1,-1,1,-4,5,9,-1.1,9
Nn1c(SCCOc2ccccc2)nnc1-c1cccnc1,-4,2,3,6,-6,-5,0,-3,-0.8,9
CC(C)(CC(=O)O)CC(=O)Nc1cc(C(F)(F)F)cc(C(F)(F)F)c1,-4,-2,12,-2,1,0,1,0,-2.1,-4

# Shown as a hit in PRMT1 FP inh, among the entries above:
Molecule	TCR CD3 inh	PRMT1 FP inh	Rev-erbA mod	LEDGF integ inh	SIAE primary	HTRA1 inh	PG9 Ab binder	TDP2 absorb
O=C1C=CC(=O)N1CCCCCCN1C(=O)C=CC1=O	1	93*	-2	-2	9	/	0.2	3

# These rows are one share of the data, so the mix of outcomes need not match the whole.
